High-throughput results as filed in PubChem BioAssay.
PPC-1+TRAIL kill: compounds killing PPC-1 cancer cells with TRAIL present, primary screen, TRAIL potentiator project, ATPLite luminescence, uHTS | PPC-1 cells + TRAIL, ATPLite viability luminescence | cell killing (% activity), % at 4 µM | 0.41% of 220,000 active | AID 1443, 2008;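 active = cell killing above 50% in the first pass at 4 µM, then a duplicate retest at 5 µM averaging 50% or more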;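 note: plate controls were cells with TRAIL plus DMSO for no effect and medium-only wells lacking cells for full effect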
FXIa inh: human FXIa protease inhibitors, primary screen, biochemical, 1536-well; Coagulation factor XI (Homo sapiens), P03951; purified FXIa, Boc-Glu-Ala-Arg-AMC fluorogenic substrate; inhibition, % at 5 µM; 0.14% of 220,000 active; AID 798, 2007;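 active = inhibition of at least 40%; inactive = inhibition below 40%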;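 note: fluorescence of freed AMC excited at 355 nm; 0% = enzyme without compound and 100% = no enzyme blank; many of its hits are not listed in these tables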
EP2 antag: human EP2 receptor antagonists, primary screen, TR-FRET cAMP, C6 glioma cells; Prostaglandin E2 receptor EP2 subtype (Homo sapiens), P43116; C6 glioma cells expressing human EP2; cells stimulated with saturating PGE2; inhibition, % at 25 µM; 0.52% of 260,000 active; AID 1422, 2008;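 active = percent inhibition above 40 after rounding to a whole number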;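 note: rat C6 glioma host cells with rolipram phosphodiesterase inhibitor present; the protocol text gives 20 µM as final concentration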
Target sequence (P43116 whole entry, looked up): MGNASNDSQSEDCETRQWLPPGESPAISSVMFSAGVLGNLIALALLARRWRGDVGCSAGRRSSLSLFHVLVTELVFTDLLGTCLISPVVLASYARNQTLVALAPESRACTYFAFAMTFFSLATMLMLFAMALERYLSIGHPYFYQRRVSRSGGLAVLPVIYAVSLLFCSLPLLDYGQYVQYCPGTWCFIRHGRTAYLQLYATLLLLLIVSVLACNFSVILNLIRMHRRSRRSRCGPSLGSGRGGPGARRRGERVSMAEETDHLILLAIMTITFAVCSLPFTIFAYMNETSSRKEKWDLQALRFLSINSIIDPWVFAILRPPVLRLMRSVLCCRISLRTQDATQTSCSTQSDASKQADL
Tb hexokinase: Trypanosoma brucei hexokinase 1 inhibitors, primary screen, biochemical, G6PDH-coupled NADH absorbance, MLSCN library. hexokinase 1 [Trypanosoma brucei]. recombinant TbHK1, G6PDH-coupled NADH A340. inhibition, % at 10 µM. 0.11% of 220,000 active;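 active = inhibition of 50% or more in the single-dose primary screen; inactive = inhibition below 50%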
Wee1 degr inh: Wee1 degradation inhibitors, primary screen, cell-based, HeLa, Wee1K328M-luciferase, luminescence; 1.2% of 220,000 active; AID 1321, 2008; Wee1-like protein kinase (Homo sapiens), P30291; reporter increase, % at 5 µM; HeLa Luc-Wee1K328M stability; 100% = proteasome inhibitor MG132 effect;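 active = activation above the mean of all tested compounds plus 3 SD, set per screening run, cut at about 8.8% in these data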;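 note: cells exposed to compound for 20 h before luminescence read; 0% = DMSO alone and 100% = MG132 at 30 µM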
Target sequence (P30291 whole entry K328M): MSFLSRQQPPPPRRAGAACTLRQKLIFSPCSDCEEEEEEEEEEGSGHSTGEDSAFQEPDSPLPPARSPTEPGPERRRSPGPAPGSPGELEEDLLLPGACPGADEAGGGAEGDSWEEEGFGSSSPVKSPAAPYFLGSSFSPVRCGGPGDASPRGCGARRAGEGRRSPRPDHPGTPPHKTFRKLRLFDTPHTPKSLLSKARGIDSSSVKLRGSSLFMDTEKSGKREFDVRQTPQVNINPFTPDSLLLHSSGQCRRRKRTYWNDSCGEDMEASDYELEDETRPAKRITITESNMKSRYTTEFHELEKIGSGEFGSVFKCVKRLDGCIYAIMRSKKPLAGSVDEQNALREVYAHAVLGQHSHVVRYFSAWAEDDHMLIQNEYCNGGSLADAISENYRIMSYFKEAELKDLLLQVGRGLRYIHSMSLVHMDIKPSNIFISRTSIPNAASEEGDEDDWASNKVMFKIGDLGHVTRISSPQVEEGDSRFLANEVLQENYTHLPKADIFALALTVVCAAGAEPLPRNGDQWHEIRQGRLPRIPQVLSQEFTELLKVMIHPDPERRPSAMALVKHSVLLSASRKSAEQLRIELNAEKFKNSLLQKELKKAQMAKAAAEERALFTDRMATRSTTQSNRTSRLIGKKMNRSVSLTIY
FXIIa inh 1536: human FXIIa protease inhibitors, primary screen, biochemical, 1536-well; inhibition, % at 5 µM; Coagulation factor XII (Homo sapiens), P00748; purified FXIIa, Boc-QGR-AMC fluorogenic substrate, 2 h; 0.3% of 220,000 active; in the data active = inhibition above about 40%;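 note: 0% = enzyme with no compound and 100% = blank without enzyme; many of its hits are not listed in these tables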
TNF necrop inh: inhibitors of TNF-alpha triggered necroptosis, primary screen, cell-based, Jurkat FADD-/-, single concentration. 0.068% of 220,000 active. activation (protection from cell death), % at 10 µM. Jurkat FADD-/- TNF necroptosis rescue, ATP luminescence, 24 h; 0 = TNF only, 100 = no-TNF cells. AID 463075, 2010;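 active = activation, meaning protection from cell death, of at least 50% relative to plate controls; inactive = activation below 50%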;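 note: necroptosis triggered by 40 ng/mL TNF-alpha added together with compound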
zVAD death inh: inhibitors of zVAD-triggered necroptosis, primary screen, L929 cells; viability rescue, % at 10 µM; AID 1377, 2008; L929 zVAD necroptosis rescue, ATP luminescence, 24 h; with zVAD 60 µM; 0.38% of 220,000 active;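 active = activation, scaled between plate controls, above about 75%, limit read from the data; inactive = activation under that limit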;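 note: 0% = zVAD with DMSO and 100% = DMSO alone without zVAD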
CHOP inh: inhibitors of CHOP promoter induction, primary screen, cell-based, unfolded protein response, luciferase reporter | AID 2732, 2010 | 3.8% of 220,000 active | inhibition, % at 10 µM | CHO-K1 CHOP-promoter luciferase, tunicamycin-induced, 15-18 h;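 active = compounds that reduced the stress-induced luciferase reporter signal by more than about 70% of percent inhibition, limit read from the data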;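 note: 0% = tunicamycin plus vehicle and 100% = wells without tunicamycin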
* = called active by the depositor; . = no result given; & = joins results of further samples.

#1 O=C1CSC(c2ccccn2)N1c1ccc(C(F)(F)F)cc1 (stereo unspecified)
#2 CC(=O)N1CC2(CC(=O)OC(C)C)CN(C(C)=O)CC(CC(=O)OC(C)C)(C1)C2=O
#3 O=C(Cc1ccc(-c2ccccc2)cc1)NCc1cccnc1
#4 COc1cc(C(Nc2ccc3c(c2)OCO3)C(=O)NC2CCCCC2)cc(OC)c1OC (stereo unspecified)
#5 COCC(=O)N1CCC(n2nnc3cc(F)ccc32)CC1
#6 Cc1cc2c(cc(C(=O)O)n2C)s1
#7 CCCCNC(=O)C1CC(c2cccc([N+](=O)[O-])c2)=NO1 (stereo unspecified)
#8 Cc1nc2c(C(F)(F)F)cccc2c2c1CCS2

assay / entry	1	2	3	4	5	6	7	8
TNF necrop inh	2.7	1.4	-4.3	-1.0	-2.1	-1.5	-0.9	-4.4
FXIIa inh 1536	7	9	4	-2	2	26	4	7
PPC-1+TRAIL kill	25	24	-2	6	8	8	20	2
Tb hexokinase	-11	5	-2	-3	2	2	-2	-4
FXIa inh	0	4	-2	1	-3	17	-3	0
CHOP inh	7	17	4	17	-16	17	24	38
zVAD death inh	-0.6	1.6	3.3	-0.3	0.2	0.1	-0.1	0.6
EP2 antag	6	12	8	7	4&6	11	-1	3
Wee1 degr inh	-2	-1	-4	-1	3	1	0	-2

#9 CCc1ccc(CCC(=O)Nc2ncc(Cc3ccccc3Cl)s2)o1
#10 C=C(Br)Cn1cnc2ccccc21
#11 Nc1nc(Br)c2ccccc2c1-c1ccc(F)cc1
#12 COC(=O)c1c(-c2ccc(C)cc2)csc1NC(=S)NC(=O)c1ccc(F)cc1
#13 CCOc1cc(S(=O)(=O)Nc2ccccc2CC)ccc1Cl
#14 FC(F)(F)c1cc(NCc2cccs2)n2ncnc2n1
#15 CCOC(=O)Nc1ccc2c(CN3C(=O)NC4(CCCC4)C3=O)cc(=O)oc2c1
#16 CC(=O)CSc1ncnc2scc(-c3ccc(F)cc3)c12

assay / entry	9	10	11	12	13	14	15	16
TNF necrop inh	-7.1	0.6	-6.7	1.5	0.4	-5.8	3.5	6.4
FXIIa inh 1536	3	1	10	11	9	6	-39	0
PPC-1+TRAIL kill	19	-15	4	29	-9	8	-25	4
Tb hexokinase	3	2	-12	-16	40	4	-28	-8
FXIa inh	4	-4	1	1	10	4	-4	-5
CHOP inh	24	24	44	-8	102*	-11	50	14
zVAD death inh	0.3	0.6	-0.3	-0.2	-0.8	-0.3	0.5	0.0
EP2 antag	1	5	9	7	5	10&14	13	3
Wee1 degr inh	0	1	0	0	-1	2	0	-1

#17 O=C(O)c1ccccc1SC1CC(=O)N(C2CCCCC2)C1=O (stereo unspecified)
#18 CCCCOC(=O)c1nc(Cl)c(Cl)c(N)c1Cl
#19 Cc1cnnn1-c1ccc([N+](=O)[O-])cc1
#20 O=C(CCSc1nnc(-c2ccco2)o1)Nc1ccc(Cl)cc1
#21 CC1=NN(C(=O)c2ccco2)C(O)(c2ccccc2)C1 (stereo unspecified)
#22 CCCCNC(=O)/C(C#N)=C/c1ccc(C(=O)OC)cc1
#23 O=[N+]([O-])c1cc(C(F)(F)F)ccc1N1CCN(S(=O)(=O)c2ccc3ccccc3c2)CC1
#24 Cc1nc(-c2cccc(NC(=O)c3cccs3)c2)cs1

assay / entry	17	18	19	20	21	22	23	24
TNF necrop inh	0.6	7.6	0.0	0.9	5.4	0.0	-17	0.1
FXIIa inh 1536	5	6	6	11	5	0	11	11
PPC-1+TRAIL kill	4	10	6	11	-8	7	4	-6
Tb hexokinase	-7	0	-3	3	-4	-2	-6	5
FXIa inh	-2	-3	-4	6	24	-6	5	6
CHOP inh	-32	6	20	28	1	-5	36	25
zVAD death inh	0.0	1.6	3.4	1.7	1.6	2.9	0.0	1.8
EP2 antag	10	5	6	8	3	7	10	19
Wee1 degr inh	-1	-1	0	3	0	-2	-2	0

#25 CCCCCC(=O)Nc1cccc(C2=NOC3(C2)C[C@H](C(N)=O)N(C(=O)c2ccccc2C(=O)c2ccccc2)C3)c1 (stereo partly specified)
#26 Cc1cc(C)c(S(=O)(=O)c2ccccc2)c(N2CCOCC2)n1
#27 Cc1cccn2c(=O)c3cc(C(=O)N4COCC4(C)C)sc3nc12
#28 O=C(Nc1ccccc1)NN1CC(=O)N(c2ccc(Cl)cc2)CC1=O
#29 Cn1cc(CCC(=O)N2CCCC(CCC(=O)NCc3ccccc3F)C2)cn1 (stereo unspecified)
#30 COC(=O)c1c(C)[nH]c(C(=O)OCC(=O)NCC(C)C)c1C
#31 Nc1nn(-c2ccccc2)nc1C(=O)OCc1ccccc1
#32 COc1cc(/C=N/NC(=O)c2cn(-c3cccc(C)n3)cn2)ccc1O

assay / entry	25	26	27	28	29	30	31	32
TNF necrop inh	-1.6	0.0	-0.6	0.5	-0.3	-1.1	1.5	-0.7
FXIIa inh 1536	9	7	4	6	12	18	-1	9
PPC-1+TRAIL kill	8	-10	6	16	22	10	11	-26
Tb hexokinase	-18	-6	-9	-12	3	-6	-3	-24
FXIa inh	2	0	-1	-2	2	5	-4	5
CHOP inh	42	19	5	25	2	11	25	-5
zVAD death inh	-0.1	0.8	67	0.0	1.8	-0.6	-0.3	12
EP2 antag	6	5	2	3	6	7	3	9
Wee1 degr inh	.	2	2	0	1	-1	3	-1

#33 COC(=O)c1cc(C(=O)NCc2ccccc2)c(=O)[nH]c1C
#34 COc1ccccc1N1CCN(CCCOc2ccc(F)cc2)CC1
#35 CCCNC(=O)OCCC12CC3CC(CC(C3)C1)C2
#36 Cc1ccc(C(=O)NC2CCSC2=O)cc1 (stereo unspecified)
#37 CCOc1ccc(Cn2c3ccc(OC)cc3c3nc4ccccc4nc32)cc1OC
#38 O=C(Nc1ccccc1C(F)(F)F)N1CCCC(O)C1 (stereo unspecified)
#39 COc1ccc(Oc2nc(-c3ccccn3)nc3ccccc23)cc1
#40 O=c1c(Cl)c(N2CCN(S(=O)(=O)c3ccc(F)cc3)CC2)cnn1-c1cccc(Cl)c1

assay / entry	33	34	35	36	37	38	39	40
TNF necrop inh	0.3	3.6	0.0	0.6	2.3	-3.3	-5.4	-4.5
FXIIa inh 1536	6	10	11	7	10	19	5	0
PPC-1+TRAIL kill	14	14	5	22	29	6	21	23
Tb hexokinase	-5	2	0	0	-28	3	-1	-1
FXIa inh	-3	-10	4	-5	6	10	3	-6
CHOP inh	-5	52	62	22	88*	-32	8	7
zVAD death inh	0.6	0.9	0.7	-0.2	1.4	-0.3	3.3	-0.5
EP2 antag	10	20	9	13	8	12	3	14
Wee1 degr inh	0	-2	0	2	1	-2	2	-2

#41 CC(C)CCn1cnc2c1c(=O)n(C)c(=O)n2C
#42 Cc1noc(C)c1NC(=O)NC(c1ccccc1)c1ccccc1
#43 O=C(CSc1ccccc1)N1CCN(c2ccccc2)CC1
#44 COc1ccc(-c2cc(CCCC(=O)N3CCN(c4ccc(OC)cc4)CC3)no2)cc1
#45 CCOc1ccc(NC(=O)C2CCC(CNc3c(N4CCC(C)CC4)c(=O)c3=O)CC2)cc1 (stereo unspecified)
#46 O=C1NCCN1CCN1C(=O)c2ccccc2NC1c1ccccc1 (stereo unspecified)
#47 CCN(CC)CCCOc1ccc(C)cc1Br
#48 C/C=C/C(=O)N1CC2(CC(c3cccc(NC(=O)CC)c3)=NO2)C[C@H]1C(N)=O (stereo partly specified)

assay / entry	41	42	43	44	45	46	47	48
TNF necrop inh	-0.8	-0.7	-0.5	2.7	0.8	0.7	1.5	1.3
FXIIa inh 1536	15	9	4	10	0	-2	6	9
PPC-1+TRAIL kill	11	17	29	11	-12	2	8	27
Tb hexokinase	3	-7	-2	0	-8	-12	-4	-8
FXIa inh	5	3	3	0	-6	-3	-5	0
CHOP inh	18	7	-2	95*	12	-1	34	13
zVAD death inh	-0.2	0.7	-0.2	1.3	1.0	-0.1	-1.2	-0.8
EP2 antag	28	20	22	8	3	7	17	15
Wee1 degr inh	-2	0	0	3	1	7	-3	.

#49 Nc1nc(SCc2ccc(Cl)c(Cl)c2)n[nH]1
#50 COc1cccc(C2C(C#N)=C(N)Oc3c2oc(CO)cc3=O)c1OC (stereo unspecified)
#51 COCCn1c(Cc2ccccc2)nnc1SCc1nc2ccccc2c(=O)[nH]1
#52 COC(=O)c1cccc(NC(=S)NCc2ccc(Cl)cc2)c1
#53 O=S(=O)(Nc1cccc2[nH]ncc12)c1cccs1
#54 Cc1cccc(C(=O)Oc2csc(=S)n2C(=O)c2cccc(C)c2)c1
#55 COCCN1C(=O)Cc2c1nc(N)c1c(N)nc(N3CCN(c4ccc(F)cc4)CC3)c(C#N)c21
#56 CCOc1cccc(OCCOCCOc2ccccc2C(C)=O)c1

assay / entry	49	50	51	52	53	54	55	56
TNF necrop inh	1.0	0.0	-4.3	-2.6	0.9	-1.0	2.4	1.5
FXIIa inh 1536	-4	-3	-14	-2	1	6	7	8
PPC-1+TRAIL kill	31	-24	9	9	4	21	-5	15
Tb hexokinase	5	-3	-2	7	-8	10	-9	-4
FXIa inh	-4	-6	-14	-1	-3	-1	-1	6
CHOP inh	12	-7	-6	50	15	37	27	11
zVAD death inh	2.8	0.7	1.2	0.2	0.4	0.4	0.2	0.6
EP2 antag	2	7	8	32	4	5	16	3
Wee1 degr inh	0	2	0	-1	4	5	-2	2

#57 CCOC(=O)c1c(-c2ccccc2)oc2cc(CN(C)C)c(O)c(CN(C)C)c12
#58 C/C(Nc1cccc(F)c1)=C(/C#N)C(N)=O
#59 N#CCSc1nc(-c2ccccc2)cs1
#60 Cc1cc(=O)[nH]c2c1c(C)nn2C1CCCC1
#61 COC(=O)c1ccc(/C=N/N2CCN(Cc3ccccc3Cl)CC2)cc1
#62 CC1Cc2ccccc2N1C(=O)CSc1nnc(Cn2nnc3ccccc32)n1C (stereo unspecified)
#63 Cc1nc(SCC2(C)CC2(Cl)Cl)n[nH]1 (stereo unspecified)

assay / entry	57	58	59	60	61	62	63
TNF necrop inh	-14	-1.6	21	-1.7	-1.6	-0.2	-0.1
FXIIa inh 1536	.	13	3	-1	5	-8	1
PPC-1+TRAIL kill	.	19	7	3	9	6	8
Tb hexokinase	-26	4	6	-6	-9	4	4
FXIa inh	.	0	-3	-1	0	-5	-4
CHOP inh	.	26	-12	26	22	72*	-6
zVAD death inh	11	-0.2	0.6	-0.3	1.8	-0.3	2.1
EP2 antag	.	11	9	9	13	-8	3
Wee1 degr inh	1	-2	-1	-1	-3	0	2

An excerpt, so the mix of outcomes need not match the whole.
